BoNT-A LC inh2: BoNT/A light chain protease inhibitors, primary screen, biochemical, flow cytometry, MLPCN library | Botulinum neurotoxin type A light chain protease (Clostridium botulinum A str. ATCC 3502) | inhibition, % at 10 µM | multiplex microsphere protease substrate cleavage | 360,000 tested, 0.17% active; further: plate controls were buffer without enzyme for full effect and enzyme alone for no effect
UGM FP inh: M. tuberculosis UGM enzyme inhibitors, primary screen, biochemical, fluorescence polarization, single point; 320,000 tested, 0.06% active; UDP-galactopyranose mutase (Mycobacterium tuberculosis (strain ATCC 25618 / H37Rv)), …; AID 504406, 2011; inhibition, % at 10 µM; purified UGM, fluorescence polarization probe displacement; in the data active means inhibition above about 10%, passing the limit was not always enough; inconclusive means no clear call, values can overlap the other calls
FadD28 binding: inhibitors of FadD28 bisubstrate probe binding, primary screen, biochemical, fluorescence polarization, single point. Mycobacterium tuberculosis FadD28 fatty-acid-AMP ligase. inhibition, % at 12.5 µM. AID 588549, 2011. 360,000 tested, 0.22% active; in the data active means inhibition above about 8.5%, passing the limit was not always enough; inconclusive means no clear call, values can overlap the other calls
Mtb BioA inh: M. tuberculosis BioA enzyme inhibitors, primary screen, biochemical, plate reader, single point, HTS; 7,8-diaminopelargonic acid synthase BioA (Mycobacterium tuberculosis); purified M. tuberculosis BioA enzyme; inhibition, % at 9.99 µM; 360,000 tested, 0.096% active; in the data active means inhibition above about 40%; inconclusive means no clear call, values can overlap the other calls
Anthrax LF inh2: Bacillus anthracis LF protease inhibitors, primary screen, biochemical, multiplex microsphere, MLPCN library | Lethal factor (Bacillus anthracis), P15917 | 360,000 tested, 0.12% active | multiplex microsphere protease cleavage assay | inhibition, % at 10 µM | AID 588501, 2011; further: plate controls were buffer without enzyme for full effect and enzyme alone for no effect
Target sequence (P15917 whole entry, looked up): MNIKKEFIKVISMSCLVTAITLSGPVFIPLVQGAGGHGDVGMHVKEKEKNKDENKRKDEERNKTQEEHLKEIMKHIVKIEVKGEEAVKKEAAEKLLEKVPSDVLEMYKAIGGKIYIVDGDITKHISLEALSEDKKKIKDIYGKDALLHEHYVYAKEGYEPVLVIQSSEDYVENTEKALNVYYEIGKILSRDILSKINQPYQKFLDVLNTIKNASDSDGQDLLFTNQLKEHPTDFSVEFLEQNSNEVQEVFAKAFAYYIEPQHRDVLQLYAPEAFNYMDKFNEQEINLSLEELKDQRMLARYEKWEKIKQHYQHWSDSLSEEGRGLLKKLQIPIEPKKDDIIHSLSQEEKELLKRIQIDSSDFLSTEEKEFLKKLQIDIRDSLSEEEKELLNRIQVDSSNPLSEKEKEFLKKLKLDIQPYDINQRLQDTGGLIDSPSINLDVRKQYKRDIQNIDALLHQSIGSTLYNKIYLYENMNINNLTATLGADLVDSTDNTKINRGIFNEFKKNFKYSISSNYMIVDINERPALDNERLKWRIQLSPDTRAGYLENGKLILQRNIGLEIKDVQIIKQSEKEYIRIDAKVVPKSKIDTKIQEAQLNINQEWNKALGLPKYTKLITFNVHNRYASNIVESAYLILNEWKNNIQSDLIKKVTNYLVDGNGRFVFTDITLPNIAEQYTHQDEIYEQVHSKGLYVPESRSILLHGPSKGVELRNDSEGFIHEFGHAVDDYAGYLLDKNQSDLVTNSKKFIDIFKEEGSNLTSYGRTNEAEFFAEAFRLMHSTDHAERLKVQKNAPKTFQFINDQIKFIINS
GDH-TPI inh: GDH-TPI coupling enzyme inhibitors, primary screen, artefact control for M. tuberculosis FBA inhibitor project, biochemical, absorbance, full deck. GDH-TPI coupled enzyme counterscreen, NADH absorbance. 360,000 tested, 1.2% active. inhibition, % at 4.8 µM. AID 588335, 2011; in the data active means inhibition above about 30%;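 further: 0% = DMSO wells and 100% = wells lacking the enzyme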
FBA Mtb inh: Mtb FBA enzyme inhibitors, primary screen, biochemical, fluorescence, strain H37Rv; Fructose-bisphosphate aldolase (Mycobacterium tuberculosis (strain ATCC 25618 / H37Rv)), …; purified M. tuberculosis FBA, fluorescence read-out; inhibition, % at 1 µM; 360,000 tested, 2.3% active; AID 588726, 2011; in the data active means inhibition above about 27%;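 further: 0% = vehicle and 100% = reference inhibitor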
BoNT-F LC inh: BoNT/F light chain protease inhibitors, primary screen, biochemical, flow cytometry, MLPCN library; 360,000 tested, 0.22% active; AID 588497, 2011; Multiplex microsphere protease cleavage assay; inhibition, % at 10 µM; Botulinum neurotoxin type F light chain protease (Clostridium botulinum); in the data active means inhibition above about 35%, passing the limit was not always enough; inconclusive means no clear call, values can overlap the other calls; further: plate controls were buffer without enzyme for full effect and enzyme alone for no effect
PfHsp40 yeast: rescue of yeast from PfHsp40 toxicity, primary screen, S. cerevisiae, ATP luminescence | S. cerevisiae expressing PfHsp40, growth rescue | growth rescue, % at 12.5 µM | 340,000 tested, 0.68% active; in the data active means growth rescue above about 28%, passing the limit was not always enough; inconclusive means no clear call, values can overlap the other calls;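 further: yeast W303a lacking pdr1 and pdr3 grown in galactose medium; growth measured after three days at 30 °C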
The depositor's hits bear a star; ? = inconclusive; / = not tested or not shown. Unless noted, no stated cut-off is given here; in the data, active means inhibition above about 30%; inconclusive means no clear call, values can overlap the other calls; inactive means below that.

Every second line gives: BoNT-A LC inh2	UGM FP inh	FadD28 binding	Mtb BioA inh	Anthrax LF inh2	GDH-TPI inh	FBA Mtb inh	BoNT-F LC inh	PfHsp40 yeast
- CC(=O)CCc1ccc(OCCCOc2cccc3cccnc23)cc1
  0.2	1.3	-2.2	0.6	-12	22	1	16	-0.1
- CCOC(=O)c1c(C)[nH]c(C(=O)CSc2nnnn2-c2ccccc2)c1C
  -0.4	0.3	-2.2	-2.3	-14	7	0	-3	0.1
- O=C(Nc1cccc(S(=O)(=O)NC2=NCCC2)c1)C1CCCCC1
  1.6	5.5	0.0	-2.6	7	15	3	-6	1.2
- O=C(c1ccc(Oc2ccccc2)cc1)c1nc2c(n1O)CCCC2
  ?	2.9	-3.8	/	-1	13	-2	-5	-1.2
- O=C1c2ccccc2CN1CCNS(=O)(=O)c1ccc2ccccc2c1
  0.4	0.7	-2.0	1.1	1	11	1	2	1.0
- COCCSc1nnc(NC(=O)c2ccc(NC(C)=O)cc2)s1
  -0.2	2.2	0.0	1.6	-2	6	-3	3	-1.2
- CCOC(=O)c1ccc(NC(=S)Nc2ccc(Cl)cn2)cc1
  -1.3	-7.5	-2.4	/	-1	8	5	-6	-0.4
- COc1cc2ncnc(NCCc3ccccc3)c2cc1OC
  0.1	2.3	-5.1	/	-6	-2	4	-6	-0.1
- CCOC(=O)c1c(NC(=O)COC(=O)c2nc(Cl)ccc2Cl)sc(C(=O)NC)c1C
  /	3.8	-3.8	-0.9	/	5	-2	/	0.0
- NC(=O)c1ccc(NC(=O)CN2CCOCC2)cc1
  /	0.0	-1.1	1.0	/	10	0	/	-1.0
- S=c1[nH]nc(-c2ccc3ccccc3n2)n1-c1ccc(Cl)cc1
  0.0	0.8	0.6	-1.3	-5	26	8	-14	1.2
- COCCN(C(=O)CCC(=O)Nc1cc(C)on1)C(C(=O)NC(C)(C)C)c1cccc(OC)c1OC (stereo unspecified)
  1.5	-0.9	0.4	-0.7	0	-6	2	4	-1.0
- COc1c(Cl)ccc(Cl)c1C(=O)NC(=O)Nc1nc(C)cc(C)n1
  -1.9	-2.2	-0.7	-0.8	-1	13	3	-3	-0.2
- CCN(CC)C(=O)c1nc[nH]c1C(=O)N1CCc2ccccc2C1
  -0.1	0.5	-5.0	0.5	-1	5	2	0	-1.0
- C#CCOCCOCCOCCNc1nc(N2CCN(C(=O)CCCCCCCCCCNC(=O)Cn3cc(C[C@@H](C)O)nn3)CC2)nc(N2CCN(C(=O)CCCCCCCCCCNC(=O)[C@@H](CCSC)n3cc(CCO)nn3)CC2)n1
  -0.4	0.0	-1.6	-2.7	2	11	5	1	0.1
- CCN1C(=O)[C@@H]2Cc3c([nH]c4ccccc34)C(c3ccc(OC)cc3)N2C1=S (stereo partly specified)
  1.5	3.2	-2.6	-4.3	-17	-3	-1	-14	0.2
- CCc1cccc(NC(=O)Cc2cn(C)c3ccccc23)c1
  -0.6	0.8	1.2	0.5	-3	-7	-4	6	8.3
- COc1ccc(OC)c(N(CC(=O)N2CCN(c3cc(Cl)ccc3C)CC2)S(C)(=O)=O)c1
  -1.0	-0.7	-0.4	-0.3	4	9	3	-8	2.5
- Clc1ccc(-c2cn3cc(Cl)ccc3n2)cc1
  -1.1	-1.5	-4.9	/	2	-3	6	-19	1.5
- COc1ccc(S(=O)(=O)NCCc2ccncc2)cc1
  -0.3	1.7	-4.6	-1.4	2	9	-1	19	-0.8
- Cc1nc(-c2ccc(NC(=O)c3ccccc3Br)cc2)cs1
  -0.7	/	0.0	/	-2	-1	-3	-14	4.5
- Cc1c(N=C2N=C(NC(=O)c3ccc(F)cc3)c3ccccc32)c(=O)n(-c2ccccc2)n1C
  11	18*	4.6	/	9	7	-4	5	-0.4
- O=S(=O)(NC(=S)Nc1ccccc1)c1ccc(F)cc1
  -0.1	2.5	-0.1	-1.7	-5	3	-1	2	-1.3
- Cc1cccc(C)c1NC(=O)CN1C(=O)S/C(=C\c2cccn2-c2cccc(C(=O)O)c2)C1=O
  0.5	-1.3	-10	-0.8	2	12	-3	-6	0.0
- COCCCNC(=O)C(=O)Nc1ccc2c(c1)N(S(=O)(=O)c1cccs1)CCC2
  0.8	-1.7	-1.0	0.6	-2	6	0	-1	0.3
- COC(=O)c1ccc(C2C(Oc3ccc(OC)cc3)C(=O)N2CCc2ccc(OC)c(OC)c2)cc1 (stereo unspecified)
  1.0	-2.5	-0.5	-1.9	-1	11	3	3	0.5
- N=C(N)SCCN
  -0.9	-2.0	-5.6	-0.8	-12	-14	-1	0	0.0
- COc1c(C)cc(Br)cc1C(=O)Nc1ccc(N2CCN(S(C)(=O)=O)CC2)cc1
  -0.4	0.5	-2.7	-0.6	-2	5	-1	0	1.4
- CC1CCc2c(sc(NC(=O)COC(=O)c3ccc(NC(=O)CC#N)cc3)c2C#N)C1 (stereo unspecified)
  -11	/	0.2	-0.7	-8	1	-3	8	-0.9
- CCn1c(SCC(=O)Nc2ccc(N(C)C)cc2)nnc1-c1cccc(C)c1
  0.3	-2.5	0.0	-0.6	-9	3	6	-14	-0.3
- CC(C)C[C@H](NC(=O)Nc1cccc(Cl)c1)C(=O)O
  0.1	0.2	1.6	-1.5	-1	2	1	-4	0.6
- O=C(O)c1ccc(/C=N/NC(=O)c2ccc(NS(=O)(=O)c3cccs3)cc2)cc1
  -0.8	0.0	-4.2	-5.5	1	74*	2	-1	-0.5
- CN(Cc1ccccc1)C(=O)COC(=O)c1cncc(Br)c1
  2.5	-1.2	-1.8	/	-6	-4	1	-9	-1.4
- CN(C(=O)COC(=O)c1ccc(F)c(S(=O)(=O)N2CCOCC2)c1)C1CCS(=O)(=O)C1 (stereo unspecified)
  -1.2	-0.1	-3.0	-0.5	1	-2	1	2	1.7
- CCN(CC)CCO
  -0.6	-1.2	0.1	-1.0	-4	3	0	0	-1.1
- CCOC(=O)CC(=O)CSc1nccc(-c2cccnc2)n1
  0.0	-1.6	-3.7	1.6	-4	-10	-3	-8	-0.4
- CCOC(=O)N1CCN(S(=O)(=O)CCNC(=O)c2cccc(OC)c2)CC1
  4.9	0.7	-1.8	-0.4	?	10	4	16	-2.0
- Cc1cc(C)n2nc(C(=O)N3CCCC(Nc4ccc(F)c(F)c4)C3)cc2n1 (stereo unspecified)
  -0.6	2.3	-1.7	-0.1	-2	-4	3	-8	-0.3
- O=C(NNc1nc2c(F)cc(F)cc2s1)c1ccccc1
  -0.5	-0.6	-2.7	/	3	2	-1	-2	-0.4
- Cc1ccc(NC(=O)C(=S)NCc2ccco2)cc1
  0.3	2.1	-2.0	-1.2	2	5	-1	16	-0.7

8 successive records already listed, quoted:
Every second line gives: BoNT-A LC inh2	UGM FP inh	FadD28 binding	Mtb BioA inh	Anthrax LF inh2	GDH-TPI inh	FBA Mtb inh	BoNT-F LC inh	PfHsp40 yeast
- CN(Cc1ccccc1)C(=O)COC(=O)c1cncc(Br)c1
  2.5	-1.2	-1.8	/	-6	-4	1	-9	-1.4
- CN(C(=O)COC(=O)c1ccc(F)c(S(=O)(=O)N2CCOCC2)c1)C1CCS(=O)(=O)C1 (stereo unspecified)
  -1.2	-0.1	-3.0	-0.5	1	-2	1	2	1.7
- CCN(CC)CCO
  -0.6	-1.2	0.1	-1.0	-4	3	0	0	-1.1
- CCOC(=O)CC(=O)CSc1nccc(-c2cccnc2)n1
  0.0	-1.6	-3.7	1.6	-4	-10	-3	-8	-0.4
- CCOC(=O)N1CCN(S(=O)(=O)CCNC(=O)c2cccc(OC)c2)CC1
  4.9	0.7	-1.8	-0.4	?	10	4	16	-2.0
- Cc1cc(C)n2nc(C(=O)N3CCCC(Nc4ccc(F)c(F)c4)C3)cc2n1 (stereo unspecified)
  -0.6	2.3	-1.7	-0.1	-2	-4	3	-8	-0.3
- O=C(NNc1nc2c(F)cc(F)cc2s1)c1ccccc1
  -0.5	-0.6	-2.7	/	3	2	-1	-2	-0.4
- Cc1ccc(NC(=O)C(=S)NCc2ccco2)cc1
  0.3	2.1	-2.0	-1.2	2	5	-1	16	-0.7

Next results.
Every second line gives: BoNT-A LC inh2	UGM FP inh	FadD28 binding	Mtb BioA inh	Anthrax LF inh2	GDH-TPI inh	FBA Mtb inh	BoNT-F LC inh	PfHsp40 yeast
- O=C(Nc1nc2ccccc2c(=O)s1)c1ccc(F)cc1Cl
  -2.3	-1.0	0.0	-2.5	-6	10	1	-10	-2.6
- Cc1cc2cc(CNC(=O)NC3CCCCC3)ccc2[nH]1
  37*	2.3	-2.9	-0.9	-62	2	-2	-131	-1.2
- Cc1cccc(NC(=S)N=Nc2c(O)n(CN3CCOCC3)c3ccccc23)c1C
  1.5	-1.2	-2.1	-9.1	1	13	-4	-8	-0.5
- CN(CCNS(=O)(=O)c1ccc2c(c1)oc(=O)n2C)Cc1ccccc1
  -0.2	-0.9	-2.0	6.9	-7	3	-3	-10	1.4
- CCOc1ncccc1C(=O)NNC(=O)c1csc(N2CCOCC2)n1
  -1.7	3.5	-2.8	-0.6	9	-5	1	-9	-0.2
- CCCCN1C(=O)C(=Nc2cccc3cnccc23)c2ccccc21
  -0.6	0.0	0.0	/	-3	0	0	-7	2.6
- N=c1oc2ccc([N+](=O)[O-])cc2cc1C(=O)NCc1ccccc1
  -1.5	0.1	0.8	0.1	1	11	-5	?	2.1
- Cc1ccc(-c2nnc(SCC(=O)Nc3sc(C)c(C)c3C#N)n2C)cc1
  -0.5	2.1	-0.6	-2.0	-1	11	-2	-7	-0.6
- NC(=O)N/N=C/c1cccc(OCc2ccc(F)cc2)c1
  0.3	-0.1	-2.2	/	-1	2	0	2	-0.6
- COc1ccc(CN2CC(C(=O)NCc3cccc(OC)c3)CC2=O)cc1 (stereo unspecified)
  -0.4	-1.5	-3.4	/	1	-10	6	-6	0.4
- Cc1nc(CNS(=O)(=O)c2ccc3c(c2)CCCC3)cs1
  0.4	-0.9	-0.7	-1.1	-1	-2	4	5	-0.5
- CCCCC(=O)NC(NC(=O)CCCC)c1ccc(OCC(C)C)c(OC)c1
  1.1	2.3	-2.8	-0.5	0	2	1	12	-0.3
- O=C1C2CCCCN2C(=O)N1CCCCN1CCN(c2cccc(Br)c2)CC1 (stereo unspecified)
  -1.9	0.0	-2.1	0.0	12	-10	2	?	-1.1
- C=CCn1c(SCC(=O)Nc2ccc(C)cc2C)nnc1-c1cccnc1
  -0.6	1.4	-0.5	17	-6	8	3	-4	-0.7
- COc1ccc(-c2nnnn2C)cc1S(=O)(=O)Nc1ccc(C)cc1C
  0.4	2.4	-2.4	2.5	-2	-2	1	4	1.6
- CC(C)(C)NC(=O)NC(=O)COC(=O)C1(C)CC1(Cl)Cl (stereo unspecified)
  -0.1	0.7	1.6	/	-5	8	1	-3	0.3

Screens deposited in PubChem BioAssay by several laboratories.
